High-throughput results (PubChem)
Nrf2 inh – blocks Nrf2 signaling | A549 ARE-Fluc reporter, luciferase luminescence, 18-24 h | Potency, µM (titrated, usually from 46 µM), inactives show top-dose activity change, negative = inhibition, actives largely listed as inhibitors | 360,000 tested, 2.1% active | AID 504444; note: potency is the fitted concentration of half-maximal effect; % is set by controls: 0 for no effect and ±100 for the full control effect; nearly all actives have a fitted effect of over 60% in size
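A549 ARE_Fluc cells (5000/well, 5% FBS OPTI-MEM) pre-incubated 2 h, then treated with compounds 18-24 h at 37C/5% CO2 in concentration-response. CellTiter-Fluor viability read first; BugLite luciferase luminescence after 15 min at room temperature gives Nrf2 activity.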
Akt phos inh – Akt phosphorylation inhibition; Neuro2A IGF-stimulated pAkt S473 HTRF, 20 min; hits give low values; activity change, % for hits at 50 µM; 360,000 tested, 0.32% active; AID 651550; in the data active = activity change below about -80%; inconclusive = mostly about -51% to -80%; note: % is set by controls: 0 for no effect and ±100 for the full control effect
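Neuro2A cells in DMEM with 0.5% FBS, overnight at 37 deg C, given compound at single 50 µM final, then IGF (6 nM final) for 20 min at 37 deg C. Lysed; phospho-Akt Ser473 by HTRF after 24 h, 665/615 ratio.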
TGFb inhibitor – inhibitors of TGF-b signaling; HepG2 CAGA-GFP TGF-b/SMAD3 reporter, GFP fluorescence, 18 h; TGF-beta stimulated, 500 pg/mL final; Potency, µM (doses to about 46.1 µM), for the others: at the top dose activity, negative = inhibition, usual class: inhibitors; 410,000 tested, 1.2% active; note: potency is the fitted concentration of half-maximal effect; % is set by controls: 0 for no effect and ±100 for the full control effect; nearly all actives have a fitted effect of over 65% in size
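Smad-responsive CAGA-GFP expression was quantified in HEPG2 cells exposed to compounds and 500 pg/mL final TGF-beta for 18 h at 37 degrees C; unstimulated wells defined full inhibition.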
HepG2 viability – kills HepG2 cells in TGF-b inhibitor counter-screen | HepG2 CAGA-GFP viability, ATP luminescence, 18 h | Potency, µM (highest dose often 46.1 µM), without a hit: at the top dose activity change, negative = cytotoxicity, hits mostly cytotoxic | 410,000 tested, 0.76% active; note: potency is the fitted concentration of half-maximal effect; some results filed as inactive show a strong effect at the top dose
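CellTiter-Glo luminescence gave cytotoxicity after 18 hours at 37 degrees C. The cells were HepG2 CAGA-GFP in 1% FBS DMEM, stimulated with 500 pg/mL TGF-beta after compound addition. %Activity was normalised to no-cell wells (complete cell-killing) and DMSO (no toxicity), and curves were fitted and classified.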
ATXN viability – viability counter-screen for ATXN expression inhibitors; S2 cells (HEK-293 line with an ATXN2-luciferase reporter) viability, CellTiter-Fluor protease fluorescence, 24 h; Potency, µM (top dose mostly 56.7 µM), usual class: cytotoxic; 400,000 tested, 0.49% active; note: potency is the fitted concentration of half-maximal effect; nearly all actives have a fitted effect of over 40% in size
Nrf2 activator – activators of Nrf2 (ARE) signaling. AREc32 ARE-luciferase reporter (MCF7-derived line), luminescence, 24 h. AID 624171. 410,000 tested, 0.31% active. Potency, µM (doses to about 46.1 µM), for inactives: top-dose activation, most hits filed as activators; note: potency is the fitted concentration of half-maximal effect; % of control where 0% means no effect; nearly all actives have a fitted effect of over 65% in size
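Quantitative high-throughput format: AREc32 reporter cells, 1000 per well, received compound by pin transfer and were incubated 24 hr at 37 deg C, 5% CO2, before Steady-Glo luminescence detection.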
MmCpn inh – inhibitors of Methanococcus maripaludis chaperonin (MmCpn); purified Mm-Cpn ATPase, ADP Transcreener TR-FRET; Potency, µM (titrated, usually from 76.9 µM), without a hit: at the top dose activity, negative = inhibition, most hits filed as inhibitors; 330,000 tested, 0.031% active; AID 504842; note: potency is the fitted concentration of half-maximal effect; % is set by controls: 0 for no effect and ±100 for the full control effect; nearly all actives have a fitted effect of over 80% in size
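TR-FRET (320 nm excitation; 590 and 665 nm emission) reports ADP made from 10 uM ATP by 25 nM enzyme; compounds were preincubated 10 min, reaction run 30 min, both at 37°C.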
A549 tox – A549 cytotoxicity, counter-screen for Nrf2 inhibitors; 390,000 tested, 0.16% active; Potency, µM (highest dose often 46 µM), for the others: top-dose activity change, negative = cytotoxicity, most hits filed as inhibitors; A549 ARE-Fluc cells, CellTiter-Fluor viability, 18-24 h; note: potency is the fitted concentration of half-maximal effect; % is set by controls: 0 for no effect and ±100 for the full control effect
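Cytotoxicity counterscreen: CellTiter-Fluor fluorescence was measured in A549 ARE_Fluc cells after 18-24 h of compound exposure in a concentration series. The subsequent BugLite luminescent read reports ARE-luciferase activity.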
CCT chaperon mod – modulators of cytosolic chaperonin (CCT/TRiC) activity. activity change, % (concentration not given with the values), hits read low. purified chaperonin ATPase assay, HTRF ADP detection, 30 min. 360,000 tested, 0.3% active. AID 651819; in the data active = activity change below about -30%; note: % is set by controls: 0 for no effect and ±100 for the full control effect
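We incubate TRiC, 40 or 20 nM final, with library compounds at 76 uM and 10 uM ATP for 30 min at 37 °C. ADP formed is detected with Transcreener HTRF reagents after 30 min at room temperature.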
* = called active by the depositor; i = inactive; ? = inconclusive; nt = not tested or not shown; [ ] = dose if it differs, or a comment. Unless noted, calls come from the whole dose curve; as a rule, active = well fitted curve in the direction sought with a large enough effect; inconclusive = small, poorly fitted or top-dose-only effect, or another doubt; inactive = no such curve, though single readings can be large; an effect the other way counts as inactive or inconclusive.

SMILES | Nrf2 inh | Akt phos inh | TGFb inhibitor | HepG2 viability | ATXN viability | Nrf2 activator | MmCpn inh | A549 tox | CCT chaperon mod
COc1ccc(/C=C(/C#N)C(=O)Nc2cccc([N+](=O)[O-])c2)cc1C(=O)O | -13% | i | 4% | 2% | i | 9.2% | -5% | 0% | -1.3
COc1ccc(-c2c3c(=O)n(C)c(=O)n(C)c3cn2-c2ccccc2O)cc1 | 9% | i | 4% | -11% | i | 4.1% | -1% | 2% | 0.8
CCOc1ccc(CN2CCC(C(=O)N3CCN(c4ccccc4F)CC3)CC2)cc1OC | -2% | i | 9% | -27% | ? | -0.3% | -1% | 3% | -0.6
O=C(OCc1ccc([N+](=O)[O-])cc1)c1cc([N+](=O)[O-])ccc1N1CCOCC1 | 9% | i | -18% | -16% | i | 2.0% | -1% | -14% | -2.1
COc1ccccc1CC(=O)N1CCN(S(=O)(=O)c2ccccc2F)CC1 | 14% | i | -14% | -17% | i | -0.1% | -3% | -1% | 0.4
O=C(COc1ccccc1)NC1CCCCCCC1 | 16% | i | -12% | -14% | i | 0.0% | -3% | ? | 1.4
O=C1c2ccc([N+](=O)[O-])cc2NC(c2ccco2)N1/N=C/c1ccco1 (stereo not drawn) | ? | i | 13% | -15% | i | 18% | -2% | -10% | 0.6
CC1CCC(C(C)C)C(OC(=O)C[n+]2cccc(C(N)=O)c2)C1 (stereo not drawn) | ? | i | 0% | -70% | ? | 0.0% | 1% | 6% | 0.5
COc1ccc(-n2nc(C(=O)NCC(=O)NCCCN3CCOCC3)c3ccccc3c2=O)cc1 | -2% | i | 7% | -24% | i | -0.9% | 2% | -6% | -0.7
CC(=O)N1[C@H](C)C=C[C@]1(Cc1ccccc1)C(=O)NCCc1c[nH]c2ccccc12 | 2% | i | -22% | -33% | i | -0.8% | -2% | -3% | 0.7
O=C(CCn1c(=O)oc2ccccc21)Nc1ccc(N2CCOCC2)cc1 | -1% | i | -10% | -11% | i | -0.6% | 1% | 1% | -0.3
CCCCOc1ccc(C(=O)N(Cc2ccc(N(C)C)cc2)Cc2ccco2)cc1 | -20% | nt | nt | -23% | nt | 6.0% | nt | 13% | nt
O=C(Nc1cccc(Cl)c1)N1CCN2C(=O)c3ccccc3C12c1ccccc1 (stereo not drawn) | 21µM* | i | ? | -19% | ? | 3.0% | 1%[15.4 µM] | ? | -0.3
O=C(CSc1nc(Nc2ccc(F)c(F)c2)c2ccccc2n1)c1ccc(Cl)cc1 | nt | nt | 0% | -29% | nt | 4.3% | nt | -14% | nt
O=C(NC1CCCCC1)c1ccc(S(=O)(=O)c2ccccc2)cc1 | ? | i | 7% | -1% | i | 0.3% | 1% | 4% | 2.6
CC(C)[C@H]1COCCS(=O)(=O)N1Cc1ccccc1-c1ccc(F)cc1 | 16% | i | -21% | -35% | i | 3.7% | 1% | 10% | 0.9
COCCNC(=O)Cn1cc(C(=O)c2ccco2)c2ccccc21 | 4% | i | -24% | 2% | i | 0.5% | 3% | 3% | -5.0
COC(=O)c1cc(S(=O)(=O)NCC2CCN(Cc3ccc(Cl)cc3)CC2)cn1C | -20% | i | -13% | -13% | i | -0.3% | 0% | 4% | -1.3
COc1cccc2cc(C(=O)OC3CCN(C)CC3)c(=O)oc12 | -12% | i | -16% | -19% | i | 26% | -1% | -4% | -1.5
CC(=O)N/N=C(/c1ccccc1)C(O)c1ccccc1 (stereo not drawn) | 1% | i | 0% | -15% | i | 0.4% | 0% | 11% | -2.6
Cc1ccc(CCNC(=O)C2CCCN(S(=O)(=O)c3c(C)noc3C)C2)cc1 (stereo not drawn) | ? | i | 0% | -13% | i | 0.2% | 1% | -12% | -0.2
CSc1ccccc1NC(=O)c1ccoc1C | 3% | i | 7% | -71% | i | -0.3% | 0% | 0% | 0.7
CCCc1cc(=O)n2[nH]c(C)cc2n1 | -18% | i | 11% | 3% | i | -0.2% | 2% | -3% | -5.4
CC(=O)N[C@H]1C(O)O[C@H](CO)[C@@H](O)[C@@H]1O (stereo partly drawn) | -1% | i | -2% | 2% | i | 0.4% | -4% | -13% | 0.9
CCN(CC)S(=O)(=O)c1ccc2c(c1)c(=O)c(C(=O)N1CCN(c3cccc(Cl)c3)CC1)cn2C | -23% | nt | ? | -11% | i | -1.4% | nt | 12% | nt
O=C(c1cc(N2C(=O)C3C4CCC(C4)C3C2=O)ccc1Cl)N1CCN(c2ccc(F)cc2)CC1 (stereo not drawn) | ? | i | -4% | 4% | i | 2.4% | 0% | 1% | -1.2
CC(NC(=O)c1cc(COc2cccc(C(F)(F)F)c2)on1)c1nccs1 (stereo not drawn) | ? | i | 1% | 1% | i | 0.6% | -2% | -3% | 0.1
O=C(Cc1c[nH]c2ccccc12)NCc1ccc(Cl)cc1Cl | ? | i | -16% | -22% | i | -0.2% | 1% | 6% | -2.3
COc1ccc2c(ccc[n+]2CC(=O)c2ccc(C)cc2)c1 | ? | i | -19% | -3% | i | 0.1% | -9% | -13% | 0.1
COc1ccccc1C(=O)C1CCCN(Cc2ccc3c(c2)OCCO3)C1 (stereo not drawn) | -11% | i | 7% | -25% | i | 0.2% | -5% | -2% | -2.1

In a second layout: 6 of the compounds above.
Molecule	Nrf2 inh	Akt phos inh	TGFb inhibitor	HepG2 viability	ATXN viability	Nrf2 activator	MmCpn inh	A549 tox	CCT chaperon mod
COc1ccc(/C=C(/C#N)C(=O)Nc2cccc([N+](=O)[O-])c2)cc1C(=O)O	-13%	i	4%	2%	i	9.2%	-5%	0%	-1.3
COc1ccc(-c2c3c(=O)n(C)c(=O)n(C)c3cn2-c2ccccc2O)cc1	9%	i	4%	-11%	i	4.1%	-1%	2%	0.8
CCOc1ccc(CN2CCC(C(=O)N3CCN(c4ccccc4F)CC3)CC2)cc1OC	-2%	i	9%	-27%	?	-0.3%	-1%	3%	-0.6
O=C(OCc1ccc([N+](=O)[O-])cc1)c1cc([N+](=O)[O-])ccc1N1CCOCC1	9%	i	-18%	-16%	i	2.0%	-1%	-14%	-2.1
COc1ccccc1CC(=O)N1CCN(S(=O)(=O)c2ccccc2F)CC1	14%	i	-14%	-17%	i	-0.1%	-3%	-1%	0.4
O=C(COc1ccccc1)NC1CCCCCCC1	16%	i	-12%	-14%	i	0.0%	-3%	?	1.4

Going on with the list:
SMILES | Nrf2 inh | Akt phos inh | TGFb inhibitor | HepG2 viability | ATXN viability | Nrf2 activator | MmCpn inh | A549 tox | CCT chaperon mod
O=C(CNC(=O)c1ccco1)OCN1C(=O)c2ccccc2C1=O | 8% | i | 5% | -2% | i | 0.0% | -17% | -7% | -3.3
COC(=O)CNc1nc(C2CC2)nc2c1nnn2Cc1ccccc1Cl | nt | i | -25% | -16% | i | -0.2% | 4% | 16% | -1.8
Cc1ccccc1N1CCN(C2CCCN(C(=O)c3noc4c3CCCC4)C2)CC1 (stereo not drawn) | ? | i | ? | 8% | i | 0.7% | 4% | -17% | -2.7
Cc1cc(C)n(CCCN2CCC(C(=O)Nc3cccc(-c4cccc(F)c4)c3)CC2)n1 | 7% | i | ? | -106% | ? | 2.3% | 1% | -7% | 0.5
CN(CC(=O)Nc1ccc(Cl)cc1)C(=O)c1cc(-c2cccs2)nn1-c1ccccc1 | ? | i | -6% | 1% | ? | -0.3% | -5% | ? | -22
O=C(Cn1c(=S)nc2ccccn21)N1CCc2ccccc2C1 | ? | i | 0% | 37% | i | 0.7% | 1% | -5% | -0.3
Cc1ccc(-c2ccc(C3=CC(=O)CC(C)(C)C3=O)cc2)cc1 | nt | i | 9% | -17% | i | 3.4% | nt | nt | -1.0
CCOC(=O)Cc1nc2nc(C)cc(C)n2n1 | 11% | i | 29% | 6% | i | 0.2% | -2% | -9% | 3.4
COCCCn1c(SCC(=O)NCc2ccccc2)nc2c(sc3ccccc32)c1=O | nt | nt | 0% | -37% | i | -0.4% | nt | -5% | nt
COc1ccc(-n2c(C)nnc2SCC(=O)Nc2ccccc2F)cc1 | 1% | i | 18% | 3% | i | 0.2% | 0% | 1% | 1.0
CN(C(=O)CSc1nc(N)c2c3c(sc2n1)CSC(C)(C)C3)c1ccccc1 | ? | i | ? | -17% | i | 16% | -18% | ? | -1.0
C=C(C)Cn1c2ccc(NC(=O)NCC)cc2c(=O)n1C | nt | i | 8% | -1% | i | 0.5% | nt | nt | 0.4
Cc1ccc(C)c(Cn2c(O)c(N=NC(=S)Nc3ccccc3F)c3ccccc32)c1 | -27% | i | -6% | -6% | i | 5.1% | -9% | -20% | -0.1
COc1ccc(N=C2NC(=O)C(CC(=O)NCCc3ccc(OC)c(OC)c3)S2)cc1 (stereo not drawn) | 7% | i | 1% | 7% | i | 2.9% | 0% | 1% | 0.5
Clc1ccccc1OCc1nc(-c2ccncc2)no1 | ? | i | ? | 3% | i | -0.5% | 1% | 11% | 2.3

Single entries from the list:
A549 tox result of O=C(CNC(=O)c1ccco1)OCN1C(=O)c2ccccc2C1=O → -7%
Nrf2 activator result of Cc1ccc(C)c(Cn2c(O)c(N=NC(=S)Nc3ccccc3F)c3ccccc32)c1 → 5.1%

(more compounds)
SMILES | Nrf2 inh | Akt phos inh | TGFb inhibitor | HepG2 viability | ATXN viability | Nrf2 activator | MmCpn inh | A549 tox | CCT chaperon mod
COc1cccc(NC(=O)Cc2c(O)c3ccccc3[nH]c2=O)c1 | -8% | i | 0% | 1% | i | -0.5% | 0% | -4% | -3.2
CC(=O)CSc1nnc(-c2ccc(S(=O)(=O)N3CCCC3)cc2)n1C | -5% | i | 3% | 2% | i | -0.4% | 1% | -3% | -3.6
CCOc1ccc(-c2cc(C(=O)N3CCN(c4cccc(C(F)(F)F)c4)CC3)c3ccccc3n2)cc1 | nt | nt | -11% | 1% | i | 0.7% | nt | -19% | nt
NC(=S)NNc1ccnc2cc(Cl)ccc12 | -4% | i | -3% | 2% | i | 5.6% | -4% | 0% | -0.7
